M1 PAM parental – counter-screen for M1 PAMs: effect in parental CHO-K1 cells; ATP EC20, Fluo-8 calcium fluorescence; 0% at ATP EC20, 100% at ATP max; activation, % at 3 µM; 360,000 tested, 0.02% active; AID 602247;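 active means activation above the run cutoff, the mean activation of all test compounds plus 3 SD, cut at about 40% in these data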;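 further: peak over basal fluorescence ratio in a 140 s read after ATP addition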
M1 ag parental – counter-screen for M1 agonists: effect in parental CHO-K1 cells. activation, % at 3 µM. 360,000 tested, 0.48% active. Fluo-8 calcium fluorescence; scaled to maximal ATP response, vehicle zero; in the data active means activation above about 15%;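 further: untransfected CHO-K1 host cells lacking M1 receptor as counterscreen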
TAAR1 antagonist – antagonists of human TAAR1; CHO RD-HGA16 TAAR1, Fluo-8 calcium fluorescence, antagonist; AID 624466; inhibition, % at 3 µM; 360,000 tested, 1.5% active; Q96RJ0;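 active means inhibition above a per-plate cutoff, the mean inhibition of test compounds on that plate plus 3 SD, cut at about 49% in these data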;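 further: 0% = DMSO plus EC80 beta-PEA response and 100% = DMSO alone without agonist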
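Material: CHO RD-HGA16 cells bearing hTAAR1; compound dosing: one-point dosing, 3 µM nominal final; schedule: dye loading 75 min at 37 °C, then 30 min room temperature; measured by: calcium fluorescence with Fluo-8; control set: vehicle and agonist controls; replication: n of 1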
CHO parental Ca – signal in parental CHO cells, OX1R antagonist counter-screen | parental CHO-K1, ATP-induced calcium, Fluo-8 fluorescence | inhibition, % at 5.6 µM | 330,000 tested, 0.63% active;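 active means inhibition above that plate's mean sample inhibition plus 3 SD, cut at about 26% in these data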;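 further: 0% = ATP-challenged DMSO wells and 100% = DMSO wells without ATP; some compounds past the cut are filed as inactive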
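Measured by: calcium-sensitive Fluo-8 fluorescence / Test system: CHO parental line / Controls: ATP-challenged DMSO wells low, unchallenged DMSO wells high / Measure: % inhibition / Compound: single nominal dose of 5.6 µM per compound / Replicates: single well per compound, no replicates / Reagent: ATP as calcium-mobilizing challenge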
OXTR potentiate – human OXTR potentiation; AID 2445; activation, % at 3 µM; 320,000 tested, 0.061% active; CHO-OTR cells, Fluo-8 calcium fluorescence, potentiator mode; 0% = oxytocin EC15, 100% = EC100;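 active means activation above that plate's cutoff, the mean activation of tested compounds plus 3 SD, cut at about 6.6% in these data, passing the limit was not always enough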;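 further: 100% uses oxytocin at 75 nM as the full agonist control; some results filed as inactive read as strong as hits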
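Assay system: CHO cell line stably expressing human OTR. Reagent: EC15 oxytocin agonist. Dosing: single dose, 3.0 µM nominal final compound concentration. Timing: compound 6 min at room temperature before oxytocin, 100 s read. Signal: kinetic Fluo-8 calcium fluorescence. Controls: oxytocin EC15 low and EC100 high.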
V1R ag counter – counter-screen for oxytocin receptor agonists: human V1a receptor agonists; P37288; CHO-V1R cells, Fluo-8 calcium fluorescence, agonist mode; 0% DMSO, 100% 3 nM vasopressin; activation, % at 3 µM; 320,000 tested, 0.25% active;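 active means activation above the mean activation of all tested compounds plus 3 SD, per screening run, cut at about 20% in these data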;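 further: signal is peak over basal fluorescence ratio across a 100 second FLIPR read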
Target sequence (P37288 whole entry, looked up): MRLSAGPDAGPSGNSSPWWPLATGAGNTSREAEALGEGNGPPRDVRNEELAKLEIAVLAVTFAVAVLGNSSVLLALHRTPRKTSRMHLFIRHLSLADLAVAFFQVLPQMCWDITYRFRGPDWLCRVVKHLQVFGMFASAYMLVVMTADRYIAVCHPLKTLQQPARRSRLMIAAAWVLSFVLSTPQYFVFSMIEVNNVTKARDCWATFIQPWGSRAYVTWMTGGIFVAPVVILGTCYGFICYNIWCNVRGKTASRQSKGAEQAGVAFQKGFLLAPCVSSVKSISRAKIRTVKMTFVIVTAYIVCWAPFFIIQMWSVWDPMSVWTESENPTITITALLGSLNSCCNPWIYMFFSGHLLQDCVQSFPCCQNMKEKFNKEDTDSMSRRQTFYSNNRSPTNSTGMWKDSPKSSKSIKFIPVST
CHO-K1 Ca antag – counter-screen for M1 antagonists: effect in parental CHO-K1 cells | inhibition, % at 3 µM | ATP-induced calcium, Fluo-8 fluorescence | AID 602250 | 360,000 tested, 0.6% active;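 active means inhibition above a per-plate cutoff, the plate's mean sample inhibition plus 3 SD, cut at about 24% in these data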;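 further: 0% = DMSO plus EC80 ATP and 100% = DMSO alone without ATP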
TAAR1 ag – agonists of human TAAR1; CHO RD-HGA16 TAAR1, Fluo-8 calcium fluorescence; vehicle wells 0%, saturating PEA agonist 100%; activation, % at 3 µM; 360,000 tested, 0.99% active; AID 624467;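 active means activation above the mean activation of all test compounds in the run plus 3 SD, cut at about 38% in these data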
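Benchmarks: low control DMSO, high control PEA (EC100); System: CHO RD-HGA16 cells carrying human TAAR1 plus Gα16; Detection: Fluo-8 fluorescence, 5 s baseline then 140 s kinetic read; Schedule: 17-24 h plating, Fluo-8 75 min 37 °C, 30 min RT; Read-out basis: % activation from peak over basal fluorescence ratio, DMSO-to-PEA scaled.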
CHRM1 agonist – activates human CHRM1 receptor; P11229; CHO-K1 hM1, Fluo-8 calcium fluorescence, agonist mode; 0% DMSO, 100% acetylcholine EC100; activation, % at 3 µM; 360,000 tested, 0.33% active;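 active means activation above the run's mean compound activation plus 3 SD, cut at about 16% in these data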;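 further: peak over basal fluorescence ratio within a 140 s kinetic read after compound addition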
Target sequence (P11229 whole entry, looked up): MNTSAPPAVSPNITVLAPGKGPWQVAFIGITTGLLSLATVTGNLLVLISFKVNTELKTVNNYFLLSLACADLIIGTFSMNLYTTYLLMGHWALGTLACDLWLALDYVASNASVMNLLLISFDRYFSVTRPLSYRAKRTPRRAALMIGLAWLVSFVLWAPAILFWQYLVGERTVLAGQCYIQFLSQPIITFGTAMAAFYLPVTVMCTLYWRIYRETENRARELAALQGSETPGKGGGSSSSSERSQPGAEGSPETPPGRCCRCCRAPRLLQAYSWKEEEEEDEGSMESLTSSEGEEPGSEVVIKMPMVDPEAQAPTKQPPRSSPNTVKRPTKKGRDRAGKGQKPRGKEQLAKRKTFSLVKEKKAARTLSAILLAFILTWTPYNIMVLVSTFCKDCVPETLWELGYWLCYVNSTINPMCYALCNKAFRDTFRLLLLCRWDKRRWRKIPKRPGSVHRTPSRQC
Numbers without * were called inactive; . = no result given.

SMILES	M1 PAM parental	M1 ag parental	TAAR1 antagonist	CHO parental Ca	OXTR potentiate	V1R ag counter	CHO-K1 Ca antag	TAAR1 ag	CHRM1 agonist
O=C(NCCNC(=O)c1cc(OCC(F)(F)F)ccc1OCC(F)(F)F)Nc1cccc(C(F)(F)F)c1	9.7	4.5	2.2	6.8	-4.8	2.3	8.8	23.2	0.2
Cc1cc(C)c(N=Cc2c(O)c3ccccc3oc2=O)c(C)c1	15.6	0.4	-2.4	-7.8	-3.5	0.3	-9.9	1.8	-1.5
N=C1C(c2nc3ccccc3[nH]2)=C(O)CN1C1CCCCC1	-2.0	2.8	4.3	-10.0	-0.5	-1.3	-10.0	9.3	-2.6
Cn1cc(S(=O)(=O)N2CCc3ccccc32)cc1C(=O)NC1CCCCC1	15.0	0.3	-42.1	-4.6	2.2	1.9	-9.2	4.1	-2.6
Cc1nc(-c2ccc(Cl)cc2)sc1C1(C)CC(c2cccc(Cl)c2)=NO1 (stereo unspecified)	19.6	-0.3	-12.6	-20.5	-0.2	1.4	-8.0	3.8	0.0
COc1ccc(NC(=O)CN2CCN(S(=O)(=O)c3ccc(C(C)C)cc3)CC2)cc1OC	15.6	0.7	-6.6	-33.1	0.1	6.3	-5.8	10.8	-2.6
N#CC1=C2SCN(Cc3ccccc3)CN2C(=O)CC1c1cccs1 (stereo unspecified)	0.7	0.9	2.3	-6.2	-3.2	2.0	27.0*	15.4	-6.0
CCCCc1cc(=O)oc2cc(C)cc(OC(C)C(=O)NCc3cccnc3)c12 (stereo unspecified)	9.3	2.2	-8.4	-28.0	-9.9	1.7	-22.6	-0.2	-3.4
CCOC(=O)Cc1csc(N/N=C/c2ccc(C(F)(F)F)cc2)n1	17.9	0.1	-3.2	-12.6	-2.7	0.4	-5.8	1.1	-5.3
Cc1ccc(CCC(=O)Nc2ccc([N+](=O)[O-])cc2Cl)o1	22.4	-0.3	4.1	-8.8	-7.7	-0.4	-3.7	0.3	-6.7
CC(=O)Nc1ccc(S(=O)(=O)Nc2cc3c(cc2C(C)=O)OCO3)cc1	-13.2	3.6	21.6	0.9	-3.2	4.6	11.2	5.0	-3.0
Cc1ccc(S(=O)(=O)N2C[C@H]3C(=O)C[C@@H](c4ccc(Cl)cc4)N(S(=O)(=O)c4ccccc4C)[C@H]3C[C@H]2c2ccc(Cl)cc2)cc1	-6.8	0.2	15.2	.	.	.	6.7	2.2	-2.0
O=C(c1noc2c1CCCCC2)N1CCN(C(c2ccccc2)c2ccccc2)CC1	1.1	0.0	-26.7	.	.	.	-9.2	5.8	-1.9
CC(C)C(=O)Nc1ccc(NC(=O)CCc2ccccc2)cn1	0.2	0.7	9.0	-2.1	1.3	-0.4	-9.7	1.1	-3.3
COc1ccc(Cl)cc1NC(=O)c1cc(-c2ccco2)on1	5.8	0.7	-7.8	-4.0	-7.7	-0.6	-21.9	-0.2	-1.3

Ordered by SMILES length (low to high): part of the list above
SMILES	M1 PAM parental	M1 ag parental	TAAR1 antagonist	CHO parental Ca	OXTR potentiate	V1R ag counter	CHO-K1 Ca antag	TAAR1 ag	CHRM1 agonist
CC(C)C(=O)Nc1ccc(NC(=O)CCc2ccccc2)cn1	0.2	0.7	9.0	-2.1	1.3	-0.4	-9.7	1.1	-3.3
N=C1C(c2nc3ccccc3[nH]2)=C(O)CN1C1CCCCC1	-2.0	2.8	4.3	-10.0	-0.5	-1.3	-10.0	9.3	-2.6
Cc1ccc(CCC(=O)Nc2ccc([N+](=O)[O-])cc2Cl)o1	22.4	-0.3	4.1	-8.8	-7.7	-0.4	-3.7	0.3	-6.7

(continued)
SMILES	M1 PAM parental	M1 ag parental	TAAR1 antagonist	CHO parental Ca	OXTR potentiate	V1R ag counter	CHO-K1 Ca antag	TAAR1 ag	CHRM1 agonist
O=C(O)c1ccc(NC2(C(=O)O)CCCC2)cc1	11.1	0.0	-17.4	.	.	.	-18.6	2.6	5.7
Cc1ccc(C)c(N2CCN(C(=O)c3ccc4nc(-c5ccco5)c(-c5ccco5)nc4c3)CC2)c1	19.4	0.4	-0.4	-8.6	-2.6	-1.0	-1.4	-0.9	-2.8
COc1ccc(NC(=O)CSc2nnc3n2CCCCC3)cc1S(=O)(=O)N(C)C	8.4	-0.1	-5.4	.	.	.	-6.6	2.2	-6.9
CC1CCN(C(=O)CCCC(=O)O)CC1	14.3	0.6	-8.7	3.2	-9.0	1.1	-6.3	1.0	-3.8
O=C1CN2C(=N1)N(Cc1ccccc1)c1ccccc12	29.4	0.9	-4.8	-18.0	-6.4	0.2	-20.0	3.0	-1.2
CC(C)Cc1ccc(-c2cc3nc(NCc4cccc(Cl)c4)ccn3n2)cc1	17.6	1.0	-11.6	.	.	.	-9.2	3.2	-1.1
Cc1ccc(O)c(C(=O)c2cnc3c(c2)c(=O)n(C)c(=O)n3C)c1	8.1	-0.2	-4.5	-12.2	-12.9	-0.2	-1.2	5.8	-7.4
COc1ccc(C(=O)C2CCCN(C(=O)c3cc(C4CC4)[nH]n3)C2)c(C)c1 (stereo unspecified)	-4.0	8.0	-20.3	-23.6	-7.9	7.2	-8.3	3.9	-0.4
CCCNS(=O)(=O)c1cc(CN2C(=O)c3cccnc3C2=O)ccc1OC	-8.0	0.1	6.7	-4.6	-0.8	-0.2	-3.3	0.3	-1.2
Cc1cccc(C(=O)NCCCn2ccnc2)c1C	-2.0	0.9	-3.8	-7.2	-5.2	-1.0	-12.7	1.6	-3.4
CCC(=O)n1nc(-c2cccnc2)nc1NCc1ccc(OC)cc1	0.5	-0.1	9.3	-19.7	-7.3	-1.0	-0.6	4.6	-4.5
COc1ccc(/[N+]([O-])=C/c2ccoc2)cc1	20.4	1.2	-6.0	-9.5	3.0	0.8	-11.6	16.1	-4.5
Cc1ccc(-n2c3nc(=O)[nH]c(=O)c-3cc3cc([N+](=O)[O-])ccc32)cc1	16.8	0.5	2.8	-12.5	2.9	0.3	-9.7	4.7	-7.4
O=C(Nc1nccs1)NC1CCCCC1	-3.1	0.0	2.3	-7.8	-8.8	-0.2	5.9	13.6	-1.7
CN(C)S(=O)(=O)c1ccc(/C(O)=C2/C(=O)C(=O)N(CCCN3CCOCC3)C2c2ccncc2)cc1 (stereo unspecified)	-21.5	-0.1	-16.1	8.3	-7.3	1.1	-6.7	-1.4	0.2
COc1ccc(C2OC(=O)CC2C(=O)NC2CCCC(C)C2C)cc1OC (stereo unspecified)	16.0	0.8	-0.7	-16.1	-26.5	-1.1	-13.7	8.4	-3.5
O=C(c1ncn2c1c(=O)[nH]c1ccccc12)N1CCc2ccccc2C1	20.8	0.3	-15.3	.	.	.	-5.3	0.4	-6.1
Cc1ccc(-n2nnnc2SCC(=O)Nc2c(C)n(C)n(-c3ccccc3)c2=O)cc1	8.6	2.8	-12.3	-23.9	0.8	-0.3	-0.2	13.7	-5.4
Cc1ccc(-c2nc(CS(=O)CC(=O)NCCN3CCCCC3C)c(C)o2)cc1 (stereo unspecified)	13.1	-0.2	-16.8	-15.8	5.7	-0.3	-10.8	-0.9	-13.3
COc1ccccc1C1=NNC(=Nc2cccc(S(=O)(=O)N(C)C)c2)SC1	2.8	0.9	-13.0	14.5	-5.4	-0.1	-3.4	-0.4	-4.7
Cc1ccc(S(=O)(=O)NCC(=O)N(CC(=O)NC(C)(C)C)Cc2ccc3c(c2)OCO3)cc1	-1.9	1.1	-0.3	-16.5	-8.3	3.7	-16.5	11.3	3.4
Cc1cc(=O)[nH]c(SCC(=O)NCCOc2ccccc2)n1	8.2	0.2	-8.2	-9.0	-1.5	0.2	-16.2	6.8	-3.7
C=CCn1c(SCC(=O)N2CCCCCC2)nc2ccccc2c1=O	12.2	1.4	-11.3	-25.6	-0.6	1.9	-9.6	1.4	-9.3
Cc1ccc2c(c1)C(=O)N(CCCCO)C2=O	8.3	0.5	-0.4	0.8	-1.1	1.1	-4.5	11.2	-0.2
Cc1ccc2cc3cc(C(=O)N4CCCCCC4)oc3nc2c1	12.0	0.8	.	-25.0	-18.7	-0.7	-4.5	.	-5.6
CCCn1c(C(CO)Nc2nc(C)cs2)nc2ccccc21 (stereo unspecified)	2.2	0.0	-8.2	1.1	-0.1	-0.3	-14.5	8.4	-0.3
O=C(CN1CCCC1)N1CCCC(c2ccc(F)cc2)c2ccc(F)cc21 (stereo unspecified)	12.6	0.8	-23.7	-11.9	-6.7	-0.3	-1.6	3.2	-11.1
CCc1noc(C)c1C(=O)N(CC)CC(=O)Nc1cc(Cl)ccc1C	19.5	0.5	-6.4	-0.5	4.1	0.4	-23.7	1.9	-3.5
O=C(c1ccc[nH]c1=S)N1CCN(S(=O)(=O)c2ccc(Br)cc2Cl)CC1	12.0	0.6	-15.5	-13.7	-1.1	-0.4	-15.0	4.2	-4.4
CC(=O)NC(Nc1c(C)n(C)n(-c2ccccc2)c1=O)C(Cl)(Cl)Cl (stereo unspecified)	-3.9	0.0	5.8	-6.6	0.1	0.7	-6.3	3.9	-2.1
CC1(C)Cc2c(C#N)c(NCCN3CCOCC3)nc(-c3ccccc3)c2CO1	-3.8	1.2	-26.4	-14.4	1.8	-0.2	-5.3	0.4	-4.1
COc1ccccc1-c1nnc(Nc2nc3c(OC)cccc3s2)o1	18.0	1.2	33.1	-5.7	-14.8	-0.1	-1.4	8.2	-2.9
O=C(Cc1csc(Nc2nc(=S)[nH]c3ccccc23)n1)NCc1ccc(Cl)cc1	6.3	0.0	.	-11.2	-5.0	-0.9	-19.5	.	-1.9
COCCCNC(=O)CN(Cc1ccccc1)S(=O)(=O)c1ccccc1	12.8	1.0	-2.1	-14.7	-1.9	1.1	-3.1	3.8	-4.9
Cc1ccc2nc(-c3cccc(Br)c3)cc(C(=O)NC3CC3)c2c1	-0.7	1.5	-0.3	-0.9	-9.6	-1.1	-0.9	0.4	-3.7
COC(=O)[C@H](Cc1c[nH]c2ccccc12)NCc1cccc(B(O)O)c1	5.9	2.1	3.5	.	.	.	-7.5	7.0	4.0
N#Cc1ccc(S(=O)(=O)NC2CC2)cc1	-4.6	-0.5	-1.9	-7.8	-1.2	0.2	-15.3	3.8	0.2
COc1ccc2sc(/C=C/c3ccccc3O)[n+](C)c2c1	2.7	1.4	8.1	.	.	.	2.6	1.6	-12.8
O=C(NCc1ccccc1Cl)C1CCN(S(=O)(=O)c2ccc(F)cc2)CC1	6.3	0.8	14.0	-14.1	-29.2	0.1	-4.0	6.9	-4.9
O=C(Nc1c2n(c(=S)n(-c3ccccc3)c1=O)CCCCC2)c1ccccc1	-4.0	0.5	4.4	-7.6	-7.2	-0.8	1.3	-0.2	-5.2
Cc1nc(-c2ccc(S(=O)(=O)Nc3ccccc3C)cc2)co1	4.9	3.3	3.0	-7.9	-12.7	5.0	-4.4	1.8	3.8

Bioassay records: PubChem BioAssay, The Scripps Research Institute Molecular Screening Center
